Source: PubChem
E coli RNAP = blocks E. coli RNA polymerase transcription. 62,000 compounds, 0.2% hits. AID 559. fluorescence transcription assay. inhibition, %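 (tested at 10 µM)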. P0A8V2; in the data active = inhibition above about 20%;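 note: 0% = enzyme without compound and 100% = no enzyme blank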
tolC growth inh = blocks growth of E. coli BW25113 tolC mutant | 65,000 compounds, 2.2% hits | growth inhibition, % at 10 µM (by protocol) | OD615;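 active = growth inhibition at or above a cutoff equal to the mean over every tested compound plus 3 SD, cut at about 60% in these data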;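 note: growth measured after 20 h incubation at 37 °C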
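System: E. coli ΔtolC::kan strain BW25113; Buffer or medium: LB broth supplemented with 50 µg/mL kanamycin; Compound: 10 µM final, single dose; Incubation: bacterial growth with compound for 20 h at 37 °C; Signal: A615 absorbance measurement; Evaluation: growth inhibition in percent.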
Cdc25B inh = inhibitors of human Cdc25B phosphatase; recombinant Cdc25B, OMFP fluorescence Ex485/Em525; inhibition, %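 (compounds tested at 10 µM final in the well)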; 65,000 compounds, 0.1% hits; AID 368; in the data active = inhibition above about 50%
AP complement = orthogonal test for alternative complement pathway inhibitors | Human serum alternative complement pathway, LPS-coated ELISA, C3 deposition; tested in compound mixtures | inhibition, % at 5 µM | 62,000 compounds, 0.08% hits | AID 1235;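 active = inhibition above 30% in each of the two pooled mixtures holding the compound, so the lower value exceeds 30%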;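 note: 0% = serum in Mg-EGTA without compound and 100% = EDTA serum blank; some compounds past the cut are filed as inactive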
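Assay system: human serum alternative complement pathway, C3 deposition on LPS-coated wells; Dosing: 5 µM per compound in ten-compound mixtures; Detection: Anti-C3 ELISA, OD 450 nm; Buffer or medium: Mg2+-EGTA GVB++ buffer containing human serum at 1:15 dilution; Timing: 1 h at 37 °C; Replication: two different pools per compound.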
CatB block = human cathepsin B inhibition. P07858. purified cathepsin B, fluorogenic substrate, fluorescence. inhibition, %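 (tested at 10 µM)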. 63,000 compounds, 0.1% hits. AID 453; in the data active = inhibition above about 21%;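 note: 0% = enzyme with no compound and 100% = no enzyme blank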
Hsp90 inh = displaces geldanamycin probe from tumor Hsp90 | NCI-N417 lysate Hsp90, Cy3B-geldanamycin FP displacement | inhibition, % at 30 µM | 64,000 compounds, 0.35% hits | P07900;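 active = inhibition above 50%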;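 note: 0% = tracer plus lysate wells and 100% = tracer alone without lysate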
D1 allo mod = allosterically modulates the human D1 dopamine receptor | P21728 | 58,000 compounds, 5.9% hits | HEK293 D1, CRE-luciferase, dopamine EC30 potentiation; actives deviate in either direction | B-score at 10 µM | AID 641;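 active = luminescence count or its row- and column-corrected plate score outside the 99.7% band of the plate's sample wells, on either side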
Target sequence (P21728 whole entry, looked up): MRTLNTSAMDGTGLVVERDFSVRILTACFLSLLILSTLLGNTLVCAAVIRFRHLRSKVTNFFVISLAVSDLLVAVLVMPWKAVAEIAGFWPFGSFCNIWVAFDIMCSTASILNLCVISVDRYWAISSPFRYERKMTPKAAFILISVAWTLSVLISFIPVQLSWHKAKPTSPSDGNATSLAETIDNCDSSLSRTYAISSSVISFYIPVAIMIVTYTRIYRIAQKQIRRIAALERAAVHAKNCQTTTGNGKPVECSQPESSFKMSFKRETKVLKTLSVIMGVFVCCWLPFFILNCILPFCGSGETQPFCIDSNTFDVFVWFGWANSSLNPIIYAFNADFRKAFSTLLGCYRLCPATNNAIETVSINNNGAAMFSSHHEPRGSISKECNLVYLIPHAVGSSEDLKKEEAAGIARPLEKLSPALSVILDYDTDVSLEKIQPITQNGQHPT
CatB mixtures = human cathepsin B inhibition by mixtures; Purified cathepsin B, AMC dipeptide fluorescence, compound mixtures; inhibition, %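 (ten-compound pools at 5 µM per compound and 50 µM total)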; 62,000 compounds, 0.06% hits; in the data active = inhibition above about 22%, passing the limit was not always enough;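 note: 0% = enzyme without compound and 100% = no enzyme blank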
MKP-1 inh = inhibitors of human MKP-1 phosphatase | P28562 | recombinant MKP-1, OMFP hydrolysis fluorescence | inhibition, %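 (compounds tested at a single concentration somewhere between 10 and 100 µM)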 | 65,000 compounds, 0.15% hits;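 active = inhibition above about 50%, limit read from the data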;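 note: 0% = DMSO max control wells and 100% = wells with enzyme stopped by NaOH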
Target sequence (P28562 whole entry, looked up): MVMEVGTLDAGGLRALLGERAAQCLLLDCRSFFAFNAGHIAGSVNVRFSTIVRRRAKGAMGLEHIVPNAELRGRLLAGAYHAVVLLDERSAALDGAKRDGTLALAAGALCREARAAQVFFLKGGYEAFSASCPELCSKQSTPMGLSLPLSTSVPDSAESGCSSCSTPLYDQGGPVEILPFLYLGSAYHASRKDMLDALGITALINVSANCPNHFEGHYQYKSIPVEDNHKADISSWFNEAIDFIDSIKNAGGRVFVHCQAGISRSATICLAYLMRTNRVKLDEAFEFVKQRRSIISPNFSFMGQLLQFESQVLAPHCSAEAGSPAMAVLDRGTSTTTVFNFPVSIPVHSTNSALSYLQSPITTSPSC
An asterisk follows results filed as active; . = not tested or not shown.

SMILES	E coli RNAP	tolC growth inh	Cdc25B inh	AP complement	CatB block	Hsp90 inh	D1 allo mod	CatB mixtures	MKP-1 inh
CC(=O)N(c1ccc2oc(=O)sc2c1)S(=O)(=O)c1ccccc1	3	-12	-1	19	-3	30	.	-1	0
CCOc1ccc(-c2ncncc2-c2ccc(OC)cc2)c(O)c1	5	-5	-7	27	1	-1	0.83	5	-12
CCCn1nnnc1SCC(=O)NCc1cccs1	10	1	-13	14	3	-4	1.1	4	-4
COc1ccc(C(CNC(=O)c2ccc(-n3cnnn3)cc2)N2CCOCC2)cc1 (stereo not drawn)	5	-11	-9	5	-2	-3	-0.2	8	15
Cc1cc(C)c2c(N)c(C(=O)N3CCCCCC3)sc2n1	4	16	5	-14	2	-7	0.13	1	4
COCC(C)NC(=O)c1noc2c1CCc1cc(OC)ccc1-2 (stereo not drawn)	1	-4	-10	13	4	-3	-0.4	4	6
COC(=O)c1cc(OC)c(OC)c(OC)c1N	7	-14	-3	14	0	2	0.39	6	9
Cn1nnnc1SCC(=O)Nc1nc(-c2ccccc2)c(-c2ccccc2)o1	13	18	-7	4	4	4	3.7*	5	10
CCOCC(=O)Nc1nc2ccc(C)cc2s1	0	7	3	11	7	2	-0.84	0	7
C=CCn1c(NC(=O)c2ccccc2Cl)c(C#N)c2nc3ccccc3nc21	-4	84*	26	10	-2	61*	-0.47	3	20
Cc1cc(C)n2c(SCC(=O)N3CCN(S(=O)(=O)c4ccc(Cl)cc4)CC3)nnc2n1	4	1	-1	6	8	-5	-1.6	3	56*
O=C(c1ccc2nc(-c3ccco3)c(-c3ccco3)nc2c1)N1CCN(c2ccccc2)CC1	4	43	2	23	2	-3	.	-4	32
COCC(=O)Nc1nnc(SCC(=O)NCc2cccs2)s1	2	-10	-9	6	4	2	-1.9	0	-1
C=CCc1ccccc1OCC(O)CN1CCN(Cc2ccc3c(c2)OCO3)CC1 (stereo not drawn)	3	8	-13	9	5	1	-5.8*	7	-18
Cc1ccccc1OCc1nc(-c2ccccc2)no1	8	4	-11	6	3	-3	-1.1	0	-19
O=C(Cn1nc(Cc2cccnc2)c2ccccc2c1=O)Nc1ccc2c(c1)OCO2	4	12	-5	12	1	3	1.3	-2	-6
CC(=O)Nc1nc(-c2cccs2)cs1	1	1	-7	15	-5	-12	0.2	2	3
Cn1c(=O)oc2cc(S(=O)(=O)N3CCCC(C(=O)NCC4COc5ccccc5O4)C3)ccc21 (stereo not drawn)	2	-1	-10	-17	4	-1	-0.022	4	11
O=C(NCCc1ccc(Cl)cc1)C1CCN(C(=O)c2sccc2-n2cccc2)CC1	7	15	-24	28	3	0	0.093	5	-4
O=C(NCCCn1ccnc1)c1cn(-c2ccccc2)nc1-c1ccc(F)cc1	11	-13	-5	-1	5	-2	0.11	5	3

The last six records of the part above open the next one:
SMILES	E coli RNAP	tolC growth inh	Cdc25B inh	AP complement	CatB block	Hsp90 inh	D1 allo mod	CatB mixtures	MKP-1 inh
Cc1ccccc1OCc1nc(-c2ccccc2)no1	8	4	-11	6	3	-3	-1.1	0	-19
O=C(Cn1nc(Cc2cccnc2)c2ccccc2c1=O)Nc1ccc2c(c1)OCO2	4	12	-5	12	1	3	1.3	-2	-6
CC(=O)Nc1nc(-c2cccs2)cs1	1	1	-7	15	-5	-12	0.2	2	3
Cn1c(=O)oc2cc(S(=O)(=O)N3CCCC(C(=O)NCC4COc5ccccc5O4)C3)ccc21 (stereo not drawn)	2	-1	-10	-17	4	-1	-0.022	4	11
O=C(NCCc1ccc(Cl)cc1)C1CCN(C(=O)c2sccc2-n2cccc2)CC1	7	15	-24	28	3	0	0.093	5	-4
O=C(NCCCn1ccnc1)c1cn(-c2ccccc2)nc1-c1ccc(F)cc1	11	-13	-5	-1	5	-2	0.11	5	3
CC1=C2C(=O)OC(c3ccoc3)C2(C)CCC1 (stereo not drawn)	2	0	-11	12	0	-3	-0.87	6	5
O=C(CN1C(=O)COc2ccccc21)NCCN1CCc2ccccc2C1	8	0	-7	-3	4	-3	-1.6	3	-4
O=C(CCN1C(=O)c2ccccc2C1=O)N1CCN(Cc2ccc(Cl)cc2Cl)CC1	8	26	-27	11	6	-3	-0.057	2	4
CCCN(CCC)CCCNS(=O)(=O)c1cc(Br)cc2c1N(C(C)=O)CC2	-1	-11	-8	16	-1	-1	-0.13	3	-25
Cc1ccc(-n2c(=O)[nH]cc(C(=O)Nc3ccc4c(c3)OCO4)c2=O)cc1C	-1	1	-24	18	-8	-3	-0.054	2	2
CC[C@H](C)[C@H](NS(=O)(=O)c1ccc(C)cc1)C(=O)N1CCC(C(=O)N[C@@H](C)C(=O)O)CC1	2	-9	3	7	1	-2	0.015	4	-7
CCCCOc1ccc(-c2nnc(-c3ccco3)o2)cc1	2	6	-2	20	1	9	-2	-16	-13
CCN(CC)S(=O)(=O)c1cccc(-c2nc3n(n2)Cc2ccccc2-3)c1	5	2	-4	0	6	-1	0.92	-3	4
COc1ccc(NC(=O)CSc2nc(-c3ccncc3)nn2CC(=O)N2CCCC2)cc1	1	-26	-3	0	1	-3	.	0	-25
Cc1ccccc1NC(=O)Cc1nc(CSc2nnc(C3CCCCC3)n2N)cs1	.	-11	-15	.	.	-3	-0.38	.	26
O=S(=O)(Cc1ccccc1)N1CCn2c(nc3ccccc32)C1	6	-5	-4	7	3	-1	-0.57	2	11
COc1cc(C2N3CC4(C)CN2CC(C)(C3)C4)ccc1O (stereo not drawn)	4	-2	-9	9	1	-7	-0.11	4	0
CCC(=O)N/C=C/n1cnc2cc(C(F)(F)F)ccc21	9	-12	1	23	4	-1	-0.0092	2	4
CCOC(=O)c1nnn(CC(=O)Nc2cc(Cl)ccc2C)c1C(=O)OCC	9	-6	-2	15	6	-6	-0.54	-14	9
CCC1(C)Cc2c(sc3c2c2ncnn2c2nnc(SCC(=O)NCc4ccco4)n32)CO1 (stereo not drawn)	3	-4	1	10	-7	.	-0.12	4	8
COCCCn1c(-c2ccccc2Cl)n[nH]c1=S	-1	3	-10	21	0	-2	0.34	8	17
O=C(OCCN(C1=NS(=O)(=O)c2ccccc21)c1ccc(Cl)cc1)c1ccco1	9	20	-16	5	-4	-4	.	2	4
O=C(CCN1C(=O)c2ccccc2C1=O)N1CCN(c2ccccn2)CC1	-6	-5	-8	-1	3	-5	0.091	0	-3
CCOC(=O)N1CCN(C(=O)NC23CC4CC(CC(C4)C2)C3)CC1	6	-16	-9	3	6	-4	0.33	-11	12
CCC(=O)Nc1ccc(NC(=O)c2ccco2)c(OC)c1	10	2	-1	12	-2	4	0.066	1	1
CC(C)(C)n1ncc2c(=O)n(CC(=O)OCc3ccccc3)cnc21	1	13	3	15	-1	-4	-5.3	4	-4
COc1ccc(OC)c(C2CC(=O)N3CN(c4ccc(C)c(Cl)c4)CSC3=C2C#N)c1 (stereo not drawn)	0	5	-12	21	2	-3	0.058	3	-6
O=C(c1cnc2n(c1=O)CCS2)N1CCN(c2ccc(Cl)c(Cl)c2)CC1	7	4	-13	0	3	2	-0.28	-5	14
N#Cc1ccc(-c2ccco2)nc1SCc1ccccc1	12	41	-1	6	-1	-4	3.1*	6	29
Cc1nc(NC2=NCN(Cc3cccnc3)CN2)nc2ccccc12	5	-21	1	13	2	-1	.	-4	-10
CCCCCn1c(CN2CCN(Cc3ccccc3)CC2)nc2c1c(=O)[nH]c(=O)n2C	4	-4	-12	12	5	-1	.	4	23
O=C(c1ccco1)N1CCCC(c2nc(-c3ccc(S(=O)(=O)NCc4ccccc4)cc3)no2)C1 (stereo not drawn)	4	24	-10	2	2	.	0.34	-3	0
Cc1noc(COc2ccccc2OCC(N)=O)c1Cl	-3	-4	5	14	-5	-5	-0.096	-3	-19
CC12CN(C(=O)c3ccco3)CC(c3ccccc3)(CN(C(=O)c3ccco3)C1)C2=O	6	-10	1	14	-1	-1	0.28	4	14
CC1(c2ccccc2)NC(=O)N(CC(=O)N2CCOCC2)C1=O (stereo not drawn)	4	-13	0	11	-2	0	-0.0032	1	-7
Cc1ccccc1-n1c(=O)cc(N2CCCCCC2)[nH]c1=O	6	-17	-4	-6	0	0	.	-4	8
COC(=O)c1cn(C)c2ccc(S(=O)(=O)N3CC(C)CC(C)C3)cc2c1=O (stereo not drawn)	9	-13	-10	10	6	2	1.7	4	9
O=C(c1ccc(C(=O)N2CCOCC2)nc1)N1CCOCC1	3	-7	-1	-11	3	-1	0.18	2	4
CCOC(=O)N1CCN(S(=O)(=O)c2ccc(C(=O)Nc3ccc(F)cc3F)cc2)CC1	9	-5	-15	22	-2	-1	-0.14	1	8
COCCn1c(C)cc(C(=O)COC(=O)c2ccc3ncsc3c2)c1C	5	33	-5	12	0	-4	-0.91	-9	-2
CC1Cc2ccccc2N1C(=O)CN1C(=O)CN(C)C(=O)c2ccccc21 (stereo not drawn)	7	-24	-1	5	-5	-5	0.44	-3	-4
Cn1c(Cl)cnc1C(O)c1ccccc1 (stereo not drawn)	12	-21	0	9	3	0	.	1	12
CCOC(=O)c1cc2occc2n1CCCN1C(=O)c2ccccc2C1=O	5	41	-7	8	-1	-6	1.5	0	0
Cc1ccc(NC(=O)Cn2cccc2)cc1C	6	-9	-6	14	-2	-3	-1.3	3	7
O=C(c1ccncc1)N(Cc1ccco1)Cc1cc2ccccc2[nH]c1=O	5	10	-9	8	0	-5	-0.85	1	-10
CCN1C(=O)C(O)(CC(=O)c2cc(C)ccc2C)c2ccccc21 (stereo not drawn)	-4	6	-15	7	4	0	0.48	13	6
COc1ccc(NS(=O)(=O)c2cc(-c3nnnn3C)ccc2OC)cc1	3	-2	-11	-16	7	.	0.28	0	4
O=C(CN1CCOCCOCCN(CC(=O)Nc2ccccc2)CCOCC1)Nc1ccccc1	2	-31	1	9	0	-5	-1.1	9	32
O=C(Nc1ccc2c(c1)OCO2)c1ccc(CN2CCOCC2)cc1	8	2	-10	6	3	45	0.45	5	9
CC(C)(C)n1ncc2c(=O)n(CC(=O)NCc3ccccc3)cnc21	-1	-4	-10	-3	3	1	-5.4*	-3	-9
C=CCn1c2ccccc2c2nnc(SCCCn3c(=O)[nH]c4ccccc43)nc21	3	29	.	12	2	.	2.3	-1	.
O=C(NCCc1ccccc1)C1CCN(c2nc3ccccc3o2)CC1	7	-5	5	5	5	2	0.32	6	32
CCC(Sc1nc(C)cc(=O)[nH]1)C(=O)Nc1ccc(Cl)cn1 (stereo not drawn)	9	1	-8	7	0	1	1.1	-2	6
O=C(CSc1nnc2ccccn12)NC(=O)NC1CCCCC1	3	-12	-13	8	-6	-3	-5.5*	3	23
O=C(COc1ccccc1)Nc1nc2ccccc2[nH]1	5	2	4	2	2	-5	0.016	1	14
Cc1nc2c3c4c(sc3n3c(SCC(=O)NCc5ccco5)nnc3n2n1)COC(C)(C)C4	10	-7	0	14	-4	.	-0.038	4	3
COC(=O)C(C)NS(=O)(=O)c1ccc(NC(C)=O)cc1 (stereo not drawn)	1	-13	-3	-7	7	2	0.29	7	7
Cc1nc(NC(=O)c2ccccc2)sc1-c1csc(N)n1	-1	0	-6	-1	6	0	-0.53	2	-1
CCOC(=O)C1=C(C)NC(=O)NC1c1ccc(OC(=O)c2ccco2)c(OC)c1 (stereo not drawn)	11	8	2	8	3	-2	0.64	0	-7
CC(C)(C)C1CCC(=O)C(C2(O)C(=O)Nc3ccccc32)C1 (stereo not drawn)	10	6	3	4	1	-9	0.52	5	1
COC(=O)c1coc(-c2ccc(C)cc2)c1C(=O)OC	8	8	-4	-1	9	1	2.1	7	4
